QS inhibitor = S. aureus quorum sensing inhibitors, primary screen, RNAIII-GFP reporter, flow cytometry | inhibition, % at 2 µM | S. aureus RN6390 RNAIII-GFP reporter, AIP-induced, flow cytometry 3 h | AID 527, 2006 | 24,000 tested, 0.3% active;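 active means share of bacteria positive for the green fluorescent reporter and its mean brightness both inhibited by 50% or more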;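 further: 0% = AIP-stimulated control and 100% = unstimulated bacteria without AIP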
QS inhibitor GFP MFI % = second read-out of QS inhibitor, no call of its own (marks repeat the call); inhibition, %; measured here: inhibition of GFP MFI
The depositor's hits bear a star.

SMILES	QS inhibitor	QS inhibitor GFP MFI %
Cc1ccc(-c2noc(CCC(=O)NCCN3CCc4ccccc4C3)n2)cc1	-4.0	-7.2
Cc1cc(C)n2nc3nc(N4CCCCC4)nc(-c4ccco4)c3c2n1	2.7	2.0
O=C(C1CCCN1S(=O)(=O)c1ccc(Cl)c(Cl)c1)N1CCOCC1 (stereo not drawn)	-0.2	15.1
O=S(=O)(c1ccc(Br)s1)n1cccn1	-11.6	-6.5
Cc1ccc(-c2nn[nH]n2)cc1	2.0	16.8
CCn1c(=O)cc(SCC(=O)N2CCCCC2)c2ccccc21	-2.2	-0.6
Cc1cc(=O)oc(C)c1C(=O)NCc1ccccn1	1.6	3.5
Cc1cc(C)c(NC(=O)Cn2c(=O)n(Cc3ccco3)c(=O)c3ccccc32)c(C)c1	-3.1	-8.6
COc1ccc(-c2nc3cc(NC(=O)Cc4ccc(OC)c(OC)c4)ccc3o2)cc1	2.6	12.6
Cn1c(SCC(=O)Nc2cccc3ccccc23)nc(O)cc1=O	0.7	-0.8
Cc1cc2ccccc2c(=O)n1CC(=O)NCC(=O)N1CCCC1	1.2	-1.9
Oc1ccc(C=Nc2cccc3ncccc23)c(O)c1	-0.4	9.6
O=C(c1ccco1)N1CCN=C1SCc1c(F)cccc1Cl	12.1	25.0
O=C(NC1CCCCCC1)c1cccc(N2CCCC2=O)c1	6.2	24.2
COc1cccc(C(=O)NCc2nnc(SCC(=O)Nc3nccs3)n2-c2cccc(C)c2)c1	-0.6	1.3
CCOc1cc(C2C(C(=O)c3ccc(C)cc3)=C(C(=O)OC)Nc3nnnn32)ccc1O (stereo not drawn)	-1.5	1.7
COc1cc(C(=O)N2CCN(c3ccc(C)cc3C)CC2)cc(OC)c1OC	2.2	20.8
COCCNC(=O)CC(NS(=O)(=O)c1ccc(NC(C)=O)cc1)C(C)C (stereo not drawn)	-0.2	9.0
CCN(CC)C(=O)c1scc2c1OCCO2	3.0	14.9
CC1=Nc2ccc(C)cc2N(Cc2ccccc2)C(=O)C1	-2.5	-14.9

2 entries from above, with values under each structure:
Each structure is followed by: QS inhibitor	QS inhibitor GFP MFI %
- COc1cccc(C(=O)NCc2nnc(SCC(=O)Nc3nccs3)n2-c2cccc(C)c2)c1
→ -0.6	1.3
- CCOc1cc(C2C(C(=O)c3ccc(C)cc3)=C(C(=O)OC)Nc3nnnn32)ccc1O (stereo not drawn)
→ -1.5	1.7

Back to the main list; the two compounds before the break are reprinted first.
SMILES	QS inhibitor	QS inhibitor GFP MFI %
CCN(CC)C(=O)c1scc2c1OCCO2	3.0	14.9
CC1=Nc2ccc(C)cc2N(Cc2ccccc2)C(=O)C1	-2.5	-14.9
COC(=O)CN(c1ccc(F)cc1)S(=O)(=O)c1ccccc1	-0.2	7.0
O=C(NCc1ccc(Cl)cc1)c1ccc(COCC(F)(F)F)o1	2.1	8.1
Cc1nn(C(C)(C)C)c(OC(=O)C2CCCC2)c1S(=O)(=O)c1ccccc1	89.2*	80.9*
O=C(NCc1ccc(F)cc1)c1cc2ccccn2n1	0.9	6.1
Cc1ccc(Sc2c(C)[nH]n(C(C)(C)C)c2=O)cc1	4.3	12.8
COC(=O)c1ccccc1NC(=O)c1cnc2sccn2c1=O	-1.9	-2.7
CC(=O)Nc1sc2c(c1C(c1cccs1)N1CCOCC1)CCCC2 (stereo not drawn)	1.5	22.4
CCOC(=O)C1C(=O)N(C(=O)c2ccc(OC)cc2)CC1c1ccccc1 (stereo not drawn)	8.9	28.2
CCOC(=O)CC1Sc2ccccc2NC1=O (stereo not drawn)	-0.2	5.7
CCCC(=O)Nc1nc2ccc(S(N)(=O)=O)cc2s1	0.5	5.8
O=C(c1noc2c1CCc1ccccc1-2)N1CCOCC1	-2.8	-6.4
O=C(Nc1c(F)cc(F)cc1Br)c1cc(-c2ccco2)on1	-5.0	-6.0
COc1ccc(C)cc1-n1c(N)c(C#N)c(C#N)c1-c1ccc(OC)c(OC)c1OC	0.5	18.0
O=C(NCc1ccco1)c1cc(-c2ccc3c(c2)OCO3)on1	0.1	-14.6
CCN(c1cccc(C(F)(F)F)c1)S(=O)(=O)c1ccc2c(c1)CCN2C(C)=O	35.3	52.5
COCCN(C(=O)Nc1ccc(OC)cc1OC)C1CCN(C(C)=O)CC1	4.3	10.3
Cc1noc(C)c1S(=O)(=O)N1CCC(C(=O)Nc2ccccn2)CC1	-2.2	7.8
CCOCCCn1c(=S)[nH]c2cc(C(=O)N3CCC(C(N)=O)CC3)ccc2c1=O	-7.7	-10.6
Cn1c(=O)c2c(O)cc(=O)[nH]c2n(-c2ccccc2)c1=O	-1.1	1.4
Oc1cccc2ccc(Nc3ccccn3)nc12	8.9	0.7
COc1ccc(Cc2nnc3n2N=C(c2cc4ccccc4o2)CS3)cc1OC	0.9	6.3
CCOC(=O)C1=C(CC)Nc2ccccc2N=C1NC(=O)Cn1cnc2ccccc2c1=O	2.0	6.8
COc1ccc2cc3cc(C(=O)NCCN4CCN(c5ccccc5F)CC4)oc3nc2c1	0.8	8.3
COc1ccc(N2CCN(C(CNC(=O)c3ccco3)c3cccnc3)CC2)cc1 (stereo not drawn)	-2.4	-11.0
Cc1ccc2nc(NC(=O)CNS(=O)(=O)c3ccc(Br)s3)sc2c1	-2.7	-4.9
O=C(C1CCCCN1S(=O)(=O)c1ccc(F)cc1)N1CCN(c2ccccc2F)CC1 (stereo not drawn)	20.4	41.8
C=CCOC(=O)COc1ccc2c(C)c(C)c(=O)oc2c1C	-1.5	3.6
O=C(CCC1N=C2c3ccccc3N=C(SCc3cccc(Cl)c3)N2C1=O)NCc1ccco1 (stereo not drawn)	-0.7	2.0
O=C1C(c2ccc(F)cc2)N(Cc2ccc3c(c2)OCO3)C(=O)CN1C1CCCCC1 (stereo not drawn)	0.7	1.5
COc1ccc2cc3cc(C(=O)Nc4ccc5c(c4)OCO5)oc3nc2c1	-2.5	-0.4
CCC(C)N1C(=O)CCC1C(=O)NCc1ccc2c(c1)OCO2 (stereo not drawn)	-1.0	2.1
Cc1cc(Nc2ccc(F)cc2C)n2ncnc2n1	-2.3	-8.3
COc1ccc(-c2nnc(SCC(=O)c3cc(C)n(Cc4cccs4)c3C)o2)cc1	-1.3	4.3
Cc1[nH]c(=O)[nH]c(=O)c1S(=O)(=O)N(C)Cc1ccccc1	-4.4	-13.0
CCCCC(=O)O[C@]1(C(=O)CO)CC[C@H]2[C@@H]3CCC4=CC(=O)CC[C@]4(C)[C@H]3[C@@H](O)C[C@@]21C	-2.3	-3.1
CCOc1ccc(CC(=O)C2C(=O)CCCC2=O)cc1OCC	-3.4	-7.1
O=C(c1nn2cccnc2c1Cl)N1CCN(c2ccccc2)CC1	-0.7	-5.2
COC(=O)c1[nH]c2ccc(C)cc2c1NC(=O)CN1CCN(C(=O)c2ccccc2)CC1	-1.1	-2.4
O=C(O)CCCC(=O)Nc1ccc(Br)cc1C(=O)O	-7.1	-20.8
CCOC(=O)N1CCN(c2c(NCCCN(CC)c3cccc(C)c3)c(=O)c2=O)CC1	-1.6	-2.2
Cn1c(=O)cc(SCC(=O)Nc2ccc3c(c2)OCO3)c2ccccc21	0.4	7.6
O=C(CSc1nnnn1-c1ccccc1)c1cc2ccccc2oc1=O	4.9	26.4
Oc1ccc(CNC2CCCCC2)cc1	3.0	5.1
Cc1ccc(C(=O)CC2(O)C(=O)N(C)c3ccc(Br)cc32)c(C)c1 (stereo not drawn)	-2.2	2.7
COC(=O)CC(C(=O)Nc1cc(C(=O)OC)cc(C(=O)OC)c1)N1CCN(C)CC1 (stereo not drawn)	-3.9	-7.3
COc1cc2c(C(=O)Nc3ccc4c(c3)OCO4)cn(CC(C)C)c(=O)c2cc1OC	5.0	5.4
O=C(O)c1ccccc1C(=O)Nc1ccccc1	-0.3	3.5
O=C(Nc1cccnc1)c1cc(-c2ccc3c(c2)OCO3)on1	-2.8	-16.5
O=C(CSc1nnc(-c2ccccn2)n1Cc1ccccc1)N1CCCC1	-0.3	15.1
Fc1ccc(-c2csc3nnc(SCc4cccnc4)n23)cc1	-0.1	9.4
CCN1C(=O)c2cccc3c(S(=O)(=O)Nc4nc(C)cs4)ccc1c23	-5.1	19.9
O=C(c1ccc(CS(=O)(=O)c2ccc(Br)cc2)o1)N1CCCC1	-0.2	18.6
COC(=O)c1cc(-c2ccc(Br)cc2)n[nH]1	-0.3	-42.2
CC1=C(C(=O)OC(C)C)C(c2ccccn2)n2ncnc2N1 (stereo not drawn)	0.8	4.6
COc1cc2[nH]c(=O)n(CCC(=O)N3CCN(c4cc(Cl)ccc4C)CC3)c(=O)c2cc1OC	28.2	28.9
CCOC(=O)Nc1ccc(C)cc1Br	3.1	8.8
COc1ccc(NC(=O)Nc2nnc(N3CCCCC3C)s2)cc1OC (stereo not drawn)	1.4	-6.4
CC1Cc2nc(SCC(=O)Nc3ccc4c(c3)OCCO4)n(C)c(=O)c2S1 (stereo not drawn)	-3.7	-16.1
COCCn1cc(C(=O)NCc2cccs2)c2c3ccccc3n(C)c2c1=O	23.5	32.9
CCOC(=O)N1CCN(C(=O)C2CC(=O)N(c3ccc(OC)cc3)C2c2ccc(OC)cc2)CC1 (stereo not drawn)	-8.7	-15.9
More records
SMILES	QS inhibitor	QS inhibitor GFP MFI %
CCNC(=O)c1cc2c(=O)n3cccc(C)c3nc2n1C	-3.1	-17.4
COc1ccc(Cl)cc1N1C(=O)C2CCCN2C1c1sccc1C (stereo not drawn)	0.0	6.7
CCc1c(C)n([O-])c2c([n+]1=O)CCC2	-4.3	4.6
Clc1ccc(Cn2c(CN3CCCC3)nc3ccccc32)cc1	3.8	12.5
CCn1c(SCC(=O)Nc2ccc3c(c2)OCO3)nc2c(c1=O)SC(C)C2 (stereo not drawn)	-1.5	-3.1
Cc1nn(C)c(C)c1S(=O)(=O)N(CC(=O)Nc1ccc2c(c1)OCO2)c1ccc(C(C)C)cc1	-2.3	-4.3
CC1(C)CN=C(N2CCN(c3ncnc4sc5c(c34)CCCC5)CC2)S1	0.6	-3.7
COC(=O)c1sccc1NC(=O)c1ccco1	4.6	0.3
O=C(CN1C(=O)COc2ccccc21)N(Cc1cccnc1)Cc1ccccc1F	-10.8	-28.2
CC(C)NC(=O)c1ccc(CS(=O)(=O)c2ccc(Br)cc2)o1	-2.2	-11.7
CCCC(=O)Nc1ccc(OCC(=O)OC)cc1	-0.7	-1.5
O=c1c2cnn(-c3ccc(F)cc3)c2ncn1Cc1cccnc1	-2.3	-75.8
O=C(NC1CCc2ccccc21)C1CCN(S(=O)(=O)c2ccc(-n3cnnn3)cc2)CC1 (stereo not drawn)	3.0	4.4
COc1ccc(S(=O)(=O)NCCC(=O)NC(C)c2ccccc2)cc1 (stereo not drawn)	-0.2	-11.2
COc1cc(CNc2ccc(N3CCOCC3)c(C(=O)O)c2)ccc1OCC(N)=O	-0.2	-0.1
CN(C)c1ccc(C(=O)OCC(=O)NC2CCCCC2)cc1	-0.1	-3.6
Cc1cc2nc(C)n(CCCNC(=O)Nc3ccc(C#N)cc3)c2cc1C	-0.1	-27.9
COc1ccccc1N1CCN(C(CNS(=O)(=O)c2ccc(C)cc2)c2cccnc2)CC1 (stereo not drawn)	9.7	22.0
COC(=O)c1cc(S(=O)(=O)N2CCOCC2)ccc1Sc1ccccc1N	0.8	15.0
CCOc1ccc(OCC)c(Nc2cc(C)nc3ncnn23)c1	7.3	12.8
CCOc1ccc(NC(=O)CSc2nnc(Cc3cccn3C)n2-c2ccc(F)cc2)cc1	-12.0	-37.1
CS(=O)(=O)N1CCN(c2ccccc2NC(=O)c2cccs2)CC1	-0.8	-0.2
COc1ccc(-c2cc(N3CCCC3)n3ncnc3n2)cc1	-1.9	-13.0
CCC(C)(C(=O)NC1CCCC1)N(C(=O)c1ccccn1)c1ccccc1 (stereo not drawn)	-1.5	9.1
CCOC(=O)N1CCC(NC(=O)C2CCN(S(=O)(=O)N3CCCC3)CC2)CC1	-2.9	-4.4
CCOC(=O)N1CCC(NC(=O)c2ccc(CS(=O)(=O)c3c(Cl)cccc3Cl)o2)CC1	-2.4	-17.4
COc1ccccc1NC(=O)CSc1nnc(Cc2cccn2C)n1CCc1ccccc1	8.9	23.3
CC(C)OC(=O)c1nnn(-c2nonc2N)c1CN1CCc2ccccc2C1	-0.6	-2.1
Cc1cccc2cc(COC(=O)C(C)(C)C)c(=O)[nH]c12	0.7	-0.4
COc1ccc2c(c1)CCc1c(C(=O)Nc3ccn(Cc4ccc(C)cc4)n3)noc1-2	0.1	-3.3
Cc1ccc(C)c(N2CCN(S(=O)(=O)c3ccc4[nH]c(=O)c(=O)[nH]c4c3)CC2)c1	-0.8	-37.3
CCOC(=O)CSc1nc2ccc(N3CCOCC3)cc2c(=O)n1Cc1ccc2c(c1)OCO2	0.5	-22.5
CCOC(=O)c1sc2nc(SCC(=O)NCc3ccco3)n(Cc3ccccc3)c(=O)c2c1C	-2.2	-13.4
NC(=O)C1CCN(CCCNC2CC(=O)N(Cc3ccc(N4CCCC4=O)cc3)C2=O)CC1 (stereo not drawn)	3.6	13.3
COc1ccc(NC(=O)CCCCn2c(=O)[nH]c3ccccc3c2=O)cc1	-0.5	-7.3
CCOc1ccc(C2CC(=O)NC3=C2C(=O)CCC3)cc1 (stereo not drawn)	-4.2	-6.6
CCOC(=O)c1ccc(NS(=O)(=O)c2cnc[nH]2)cc1	-11.4	-30.9

Of the compounds above, 2 have a CF3 group:
SMILES	QS inhibitor	QS inhibitor GFP MFI %
O=C(NCc1ccc(Cl)cc1)c1ccc(COCC(F)(F)F)o1	2.1	8.1
CCN(c1cccc(C(F)(F)F)c1)S(=O)(=O)c1ccc2c(c1)CCN2C(C)=O	35.3	52.5

5 compounds from above, sorted by molecular weight, lowest first.
SMILES	QS inhibitor	QS inhibitor GFP MFI %
Cc1cccc2cc(COC(=O)C(C)(C)C)c(=O)[nH]c12	0.7	-0.4
CCOc1ccc(C2CC(=O)NC3=C2C(=O)CCC3)cc1 (stereo not drawn)	-4.2	-6.6
Cc1ccc(C)c(N2CCN(S(=O)(=O)c3ccc4[nH]c(=O)c(=O)[nH]c4c3)CC2)c1	-0.8	-37.3
CCOc1ccc(NC(=O)CSc2nnc(Cc3cccn3C)n2-c2ccc(F)cc2)cc1	-12.0	-37.1
CCOC(=O)N1CCC(NC(=O)c2ccc(CS(=O)(=O)c3c(Cl)cccc3Cl)o2)CC1	-2.4	-17.4

High-throughput results as filed in PubChem.

An excerpt; count on the stated rates, not on these rows.
